# High-throughput results: PubChem BioAssay, National Center for Advancing Translational Sciences (NCATS)
# FBPA coupling cs: inhibits coupling enzyme system, counter-screen for aldolase hits; coupling enzyme system counterscreen, AmpLite Red fluorescence; activity change, negative = inhibition, % at 58.2 µM, hits read low; 290,000 tested, 0.67% active; AID 2472; in the data active means activity change below about -30%; further: on the % scale 0 is the no-effect control and ±100 the full control effect
#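 Activity here indicates interference with the coupling reaction, not aldolase inhibition. Compounds at 57.5 uM final met coupling enzymes for 10 min at RT; substrate and AmpLite Red detection followed, with a 525/598 nm fluorescence read after 20 min.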
# MLL CXXC-DNA inh: MLL CXXC-DNA interaction inhibition | Q03164 | AID 2662 | Potency, µM (highest dose often 115 µM), for inactives: at the highest dose activity change, negative = inhibition, actives largely listed as inhibitors | MLL-CXXC / FITC-HOXA9 DNA fluorescence polarization | 290,000 tested, 0.037% active; active means well fitted inhibition curve with a large enough effect in the polarisation, with a control signal flat, not every such curve was filed as active; inconclusive means small, poorly fitted or top-dose-only effect, or effect the other way, or a change in a side signal; inactive means no such curve, though single readings can be large or run the other way; the % refers to the polarisation; further: potency means the concentration at half of the fitted maximal effect
#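 Fluorescence polarization: 7 uM MLL-CXXC (stock) preincubated 5 min with compounds, then 50 nM fluorescein-HOX-A9 DNA (stock) added; 30 min ambient. Buffer 50 mM Tris-HCl pH 7.5, 50 mM NaCl, 1 mM DTT, 0.05% BSA.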
# AT treatment: potential ataxia-telangiectasia treatments restoring KAP-1 phosphorylation | […] A-T fibroblasts, KAP-1 phosphorylation AlphaLISA; neocarzinostatin DNA damage 30 min before lysis | 320,000 tested, 0.19% active | Potency, µM (titrated, usually from 57.5 µM), inactives show top-dose activation, usual class: activators; further: potency means the concentration at half of the fitted maximal effect; % of control where 0% means no effect; nearly all actives have a fitted effect of over 45% in size
#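 hTERT-immortalized A-T patient fibroblasts ([…]), 500 cells/well in OPTI-MEM, 1% FBS, got compounds for 60 min, then NCS for 30 min at 37C. Lysates were then assayed for phospho-KAP-1 by AlphaLISA (anti-pKAP1 donor, anti-KAP1 acceptor beads), 6 hr at 25C.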
# TSHR antagonist: human thyrotropin receptor antagonism | P16473 | TSHR-expressing cells, TSH-stimulated cAMP HTRF, 2 h; stronger effect = lower value | activity change, negative = inhibition, % at 11.5 µM | 330,000 tested, 0.2% active | AID 504810;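 active means activity change below a set negative limit, meaning inhibition stronger than a set level, cut at about -70% in these data; inconclusive means activity change between two set negative limits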; further: on the % scale 0 is the no-effect control and ±100 the full control effect
#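 TSHR-expressing cells, 200/well, pre-treated with compound, then stimulated with EC80 TSH (4nM final) for 2 hours at 37 deg C. cAMP measured by competitive HTRF: anti-cAMP cryptate antibody in lysis buffer plus cAMP-d2, read after 30 minutes at room temperature.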
# TCR act: T cell receptor activation. AID 504894. primary human leukocytes, anti-CD3, IL-2 HTRF, 48 h. 330,000 tested, under 10 active. Potency, µM (series often up to 9.22 µM), for inactives: at the top dose activation of IL-2 secretion, actives largely listed as activators; further: % of control where 0% means no effect
#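 1) Mix primary human leukocytes, a-CD3 beads and compound. 2) Incubate 48 hr. 3) Add HTRF IL-2 reagents (a-IL-2-K, a-IL-2-d2).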
# Tb PFK block: blocks T. brucei phosphofructokinase. O15648. T. brucei PFK, ADP-Glo luminescence. Potency, µM (top dose mostly 57.5 µM), inactives show top-dose activity, negative = inhibition, usual class: inhibitors. 330,000 tested, 0.17% active. AID 485367;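 further: potency means the concentration at half of the fitted maximal effect; 0% = uninhibited 1x PFK enzyme wells and -100% = no-enzyme wells; nearly all actives have a fitted effect of over 60% in size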
# Target sequence (O15648 whole entry, looked up): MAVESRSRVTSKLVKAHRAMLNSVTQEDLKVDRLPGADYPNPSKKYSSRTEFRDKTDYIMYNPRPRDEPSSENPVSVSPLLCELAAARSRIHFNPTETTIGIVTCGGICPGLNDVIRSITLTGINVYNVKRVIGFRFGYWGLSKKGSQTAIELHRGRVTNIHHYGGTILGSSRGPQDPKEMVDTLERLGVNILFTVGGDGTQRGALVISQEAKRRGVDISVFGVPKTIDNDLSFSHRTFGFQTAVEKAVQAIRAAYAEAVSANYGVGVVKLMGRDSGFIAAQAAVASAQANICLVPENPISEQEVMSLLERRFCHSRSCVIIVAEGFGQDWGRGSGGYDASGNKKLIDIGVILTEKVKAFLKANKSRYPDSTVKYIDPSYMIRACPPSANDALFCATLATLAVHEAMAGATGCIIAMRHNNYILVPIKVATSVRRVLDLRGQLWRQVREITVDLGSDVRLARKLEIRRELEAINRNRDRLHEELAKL
#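 1.25 nM PFK with 0.5 mM F6P and 0.1 mM ATP in 0.1 M TEA pH 8.0, 5 mM MgCl2, incubated 45 min at room temperature; ADP measured by ADP-Glo luminescence; compounds titrated up to 57 uM.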
# BCR signal inh: inhibitors of chronic active B-cell receptor signaling; ABC-DLBCL IkBa-CBG/CBR reporter, luminescence ratio, 4 h; Potency, µM (series often up to 46.1 µM), without a hit: top-dose ratio change, negative = lower green/red ratio, most hits filed as inhibitors; AID 493014; 340,000 tested, 0.05% active; active means well fitted inhibition curve with a large enough effect in the signal ratio, with a control signal flat, not every such curve was filed as active; inconclusive means small, poorly fitted or top-dose-only effect, or effect the other way, or a change in a side signal; the % refers to the signal ratio;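 further: potency means the concentration at half of the fitted maximal effect; plate controls were basal doxycycline-induced cells for no effect and cells given 10 µM MG132 for full effect; MG132 reads +100%, hits lower the ratio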
#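 TMD8 human ABC-DLBCL cells with doxycycline-inducible IκBα–green luciferase fusion and unfused red luciferase, in 0.5% FBS medium; compounds up to 46 uM, 4 h at 37C. Green/red luminescence ratio, filter-overlap corrected, fitted to concentration-response curves.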
# hERG WT inh: blocks the wildtype human KCNH2 potassium channel; activity change, % at 1.84 µM; U2OS, BacMam KCNH2, thallium flux FluxOr; stronger effect = lower value; AID 720551; 340,000 tested, 0.37% active;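 active means maximum activity change below -70%; inconclusive means maximum activity change between -70% and -50%; inactive means maximum activity change above -50%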; further: on the % scale 0 is the no-effect control and ±100 the full control effect
#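 U2OS cells were transduced with wild-type KCNH2 virus (2.03 x 10^8 / mL) for 4 h at room temperature, then cultured overnight at 37 C. Thallium flux was read with FluxOr dye. Rate constants were normalized to DMSO controls.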
# GALK inh: galactokinase (human) inhibition; P51570; Purified GALK, Kinase-Glo residual ATP luminescence; Potency, µM (top dose mostly 57.5 µM), inactives show at the highest dose activity change, negative = inhibition, hits mostly inhibitors; 270,000 tested, 0.007% active; further: potency means the concentration at half of the fitted maximal effect; on the % scale 0 is the no-effect control and ±100 the full control effect
# Target sequence (P51570 whole entry, looked up): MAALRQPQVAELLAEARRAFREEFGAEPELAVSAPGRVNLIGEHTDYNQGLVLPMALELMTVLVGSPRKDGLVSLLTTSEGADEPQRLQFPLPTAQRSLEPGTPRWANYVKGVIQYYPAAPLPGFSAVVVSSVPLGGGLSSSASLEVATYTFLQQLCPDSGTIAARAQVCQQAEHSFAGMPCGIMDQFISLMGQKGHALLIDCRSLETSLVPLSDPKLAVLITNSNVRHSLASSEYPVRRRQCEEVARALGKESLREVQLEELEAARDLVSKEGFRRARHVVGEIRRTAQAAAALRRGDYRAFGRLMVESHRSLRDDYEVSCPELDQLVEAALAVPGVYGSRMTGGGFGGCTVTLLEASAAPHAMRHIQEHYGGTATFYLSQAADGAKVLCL
#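 Human GALK (5 nM) with 35 uM ATP and 100 uM galactose in 20 mM HEPES pH 8.0, 5 mM MgCl2, 60 mM NaCl, 1 mM DTT, 0.01% BSA. After 1 h at room temperature, leftover ATP was read by Kinase-Glo Plus luminescence.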
# Giardia killer: kills Giardia lamblia | Giardia lamblia trophozoite viability | activity change, % at 7.66 µM, hits read low | 340,000 tested, 0.15% active; in the data active means activity change below about -80%; inconclusive means between about -30% and that limit;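 further: parasites exposed to compound for two days anaerobically before the ATP read; on the % scale 0 is the no-effect control and ±100 the full control effect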
#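 ATP-content bioluminescence gauges trophozoite survival. Cells (100/well) receive compound and incubate anaerobically for 48 hrs at 37 deg C; detection reagent follows for 15-30 min at room temperature.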
# An asterisk follows results filed as active; ? = inconclusive; · = not tested or not shown; [ ] = remark or other dose. Unless noted, the call rests on the fitted dose curve; in most records, active means well fitted curve in the direction sought with a large enough effect; inconclusive means small, poorly fitted or top-dose-only effect, or another doubt; inactive means no such curve, though single readings can be large; an effect the other way counts as inactive or inconclusive.
# Start of the listing, in advance, 2 compounds:
SMILES,FBPA coupling cs,MLL CXXC-DNA inh,AT treatment,TSHR antagonist,TCR act,Tb PFK block,BCR signal inh,hERG WT inh,GALK inh,Giardia killer
COc1ccc(C2NN=C(c3c[nH]c4ccccc34)C2O)cc1 (stereo not drawn),-4,?,0%,-8,-13%,-4%,0%,-2,0%,30
O=C(COC(=O)c1cccc(S(=O)(=O)N2CCc3ccccc32)c1)Nc1ncc(Cl)cc1Cl,1,-2%,-2%,-10,-7%[46.1 µM],-11%,-2%,1,2%,8

# Main list, repeating the preview:
SMILES,FBPA coupling cs,MLL CXXC-DNA inh,AT treatment,TSHR antagonist,TCR act,Tb PFK block,BCR signal inh,hERG WT inh,GALK inh,Giardia killer
COc1ccc(C2NN=C(c3c[nH]c4ccccc34)C2O)cc1 (stereo not drawn),-4,?,0%,-8,-13%,-4%,0%,-2,0%,30
O=C(COC(=O)c1cccc(S(=O)(=O)N2CCc3ccccc32)c1)Nc1ncc(Cl)cc1Cl,1,-2%,-2%,-10,-7%[46.1 µM],-11%,-2%,1,2%,8
CCOC(=O)c1ccc2[nH]c3c(c2c1)CCCCC3=O,-4,8%,-1%,-10,-1%[46.1 µM],-1%,-1%,27,-6%,-2
CC(OC(=O)CN1C(=O)c2ccccc2C1=O)C(=O)NC1CCCCC1C (stereo not drawn),·,·,1%,-6,-5%,?,-6%,-40,·,8
CSc1ccccc1C(=O)C1CCCN(Cc2cnn(-c3ccccc3)c2)C1 (stereo not drawn),1,11%,-5%,3,-53%,-3%,12%,14,-1%,18
Cc1nc(CN(C)C(=O)CC2C(=O)NCCN2Cc2ccc(F)cc2)cs1 (stereo not drawn),·,-3%,4%,8,12%,1%,-3%,2,-1%,25
CCn1c(SCC(=O)N2CCN(c3ccc(F)cc3)CC2)nc2ccccc2c1=O,3,6%,13%,1,0%,4%,-1%,-4,0%,-5
CSc1nc(C)cc(Oc2ccccc2)n1,-2,-6%,7%,-6,0%,1%,-1%,-3,-1%,-13
COc1cc(OC)cc(-c2nnc(Nc3nc4c(F)cccc4s3)o2)c1,-1,-12%,0%,·,-5%,3%,-3%,2,1%,19
CCN(CC)c1nc(C(N)=O)cc(-c2ccccc2)n1,-2,-3%,2%,-19,-4%,-7%,?,-7,-1%,-2
FC(F)(F)c1cc(-c2cccs2)nc2nc(N3CCOCC3)sc12,1,11%,31%,21,6%,1%,2%,10,12%,-3
COc1ccc(NC(=O)CNC(=O)c2cccs2)cc1Cl,-1,11%,-2%,-5,0%,2%,?,8,0%,-27
COc1ccc(-c2ccc3oc(-c4ccsc4)c(-c4ccc(Br)nc4)c3c2)cc1,·,·,12%,-12,·,4%,6%,·,·,·
CC(C)[C@H](NC(=O)c1ccccc1F)C(=O)NCCc1ccccc1,-1,8%,-6%,9,1%,1%,5%,28,0%,15
Oc1cccc(-c2nc3ccccc3s2)c1,-1,0%,4%,-10,7%,-4%,24%,-6,1%,-25
Cc1c(Cl)c([N+](=O)[O-])nn1CCCC(=O)NC(C)c1ccccc1 (stereo not drawn),2,5%,-7%,3,-2%[46.1 µM],-1%,-10%,7,0%,13
Cc1cc(-c2nc3cccnc3s2)ccc1NS(=O)(=O)c1ccc2c(c1)OCCO2,6,4%,?,-11,-5%,9%,?,-5,1%,3
Cc1nn(-c2ccccc2)c2sc(C(=O)O)cc12,5,-12%,-5%,-21,5%,7%,7%,-6,0%,12
CN(C)c1ccc(C(=O)/C=C/c2ccco2)cc1,-2,-8%,-7%,-5,13%[46.1 µM],-3%,?,-30,·,2
Clc1ccc2[nH]c3c(NCCN4CCOCC4)ncnc3c2c1,1,3%,-4%,-8,-8%,2%,0%,15,-2%,20

# 5 structures out of the list, sorted by SMILES length, smallest number first:
SMILES,FBPA coupling cs,MLL CXXC-DNA inh,AT treatment,TSHR antagonist,TCR act,Tb PFK block,BCR signal inh,hERG WT inh,GALK inh,Giardia killer
Oc1cccc(-c2nc3ccccc3s2)c1,-1,0%,4%,-10,7%,-4%,24%,-6,1%,-25
COc1ccc(C2NN=C(c3c[nH]c4ccccc34)C2O)cc1 (stereo not drawn),-4,?,0%,-8,-13%,-4%,0%,-2,0%,30
FC(F)(F)c1cc(-c2cccs2)nc2nc(N3CCOCC3)sc12,1,11%,31%,21,6%,1%,2%,10,12%,-3
CSc1ccccc1C(=O)C1CCCN(Cc2cnn(-c3ccccc3)c2)C1 (stereo not drawn),1,11%,-5%,3,-53%,-3%,12%,14,-1%,18
Cc1cc(-c2nc3cccnc3s2)ccc1NS(=O)(=O)c1ccc2c(c1)OCCO2,6,4%,?,-11,-5%,9%,?,-5,1%,3

# Remaining list, next part
SMILES,FBPA coupling cs,MLL CXXC-DNA inh,AT treatment,TSHR antagonist,TCR act,Tb PFK block,BCR signal inh,hERG WT inh,GALK inh,Giardia killer
CCOC(=O)Cn1cnc2c(cnn2-c2ccccc2)c1=O,2,-11%,-3%,5,-2%,-7%,1%,-1,3%,9
Cc1onc(-c2c(F)cccc2Cl)c1C(=O)N1CCN(c2ncc(Br)cn2)CC1,4,1%,15%,-1,4%,-2%,1%,0,-1%,12
CC1CC(C)CN(C(=O)CSc2nnc3ccccn23)C1 (stereo not drawn),·,·,15%,·,2%,7%,1%,15,·,0
COC(=O)c1ccccc1NC(=O)CSc1nnc(-c2ccc(C)cc2)o1,5,-6%,0%,-7,1%[46.1 µM],2%,?,·,-2%,·
Cc1ccc(S(=O)(=O)C(C#N)c2nc3ccccc3nc2N2CCN(C)CC2)cc1 (stereo not drawn),11,-4%,-8%,4,-4%,-9%,-2%,0,·,10
NC(=O)COc1ccc(C(=O)NCC2(N3CCOCC3)CCCCC2)cc1,·,·,-2%,-3,·,7%,-2%,-22,·,12
Cc1ccc2cc(C=O)c(N3CCOCC3)nc2c1C,1,-13%,2%,-7,·,-3%,?,-9,4%,-6
CCOC(=O)c1nnn(CC(=O)N2N=C(c3ccc(Cl)cc3)CC2c2ccc(OC)cc2)c1C(=O)OCC (stereo not drawn),-4,5%,-6%,0,0%[46.1 µM],-2%,1%,-76*,-3%,5
Cc1cccc(Cn2cnc3c(sc4nc(C)cc(C)c43)c2=O)c1,2,-4%,0%,4,-8%,-5%,0%,4,16%,16
CCN1CCN(C(=O)c2cc3nc(-c4ccccc4)cc(C(F)(F)F)n3n2)CC1,0,-1%,-1%,3,8%,-4%,?,6,-2%,3
Cc1ccc2nc(SCc3ccc([N+](=O)[O-])cc3)[nH]c2c1,1,1%,14%,70,1%,6%,?,26,-2%,-7
Cc1cc(C)c(NC(=S)NCC2CCN(C(C)c3ccccc3)C2)c(C)c1 (stereo not drawn),-49*,-5%,-3%,-8,1%,?,-1%,7,0%,-14
O=C(CSc1ccc(Cl)cc1)N1CCN(c2ncc(C(F)(F)F)cc2Cl)CC1,-4,?,10%,2,-11%,1%,17%,28,0%,-3
CCOCCOC(=O)Cn1cnc2scc(-c3ccc(C)cc3)c2c1=O,-1,-4%,8%,6,9%,1%,0%,-2,-1%,-14
CCOc1ncccc1C(=O)NCc1ccc(C)cc1,4,6%,4%,2,-2%[46.1 µM],0%,?,4,0%,1
COc1cc(CC2COC(c3ccc(O)c(OC)c3)C2COC(C)=O)ccc1O (stereo not drawn),1,-1%,0%,-3,6%,-20%,?,17,2%,-10
NNC(=O)c1ccc(COc2cccc3ccccc23)o1,1,-6%,-6%,0,-5%,-4%,?,7,5%,-1
CC(C)(C)C(=O)N1CCN(CCN2C(=O)c3cccc4cccc(c34)C2=O)CC1,0,0%,9%,20,-37%,-5%,-5%,-8,4%,20
Cc1ccc(/C=N/NC(=O)c2cc(-c3ccccc3)nc3ccccc23)o1,·,1%,-17%,7,-1%,-9%,?,-5,1%,18
CCc1ccc(NC(=O)CCNS(=O)(=O)c2cccc3nonc23)cc1,0,5%,-10%,-19,·,-1%,?,3,1%,11
CCc1nnc(NC(=O)c2nc(S(=O)(=O)Cc3ccc(C)cc3)ncc2Cl)s1,·,?,-10%,-19,9%,0%,?,17,-1%,0
CSCCC(C(=O)Nc1ccc2c(c1)OCO2)N1C(=O)c2ccccc2C1=O (stereo not drawn),-2,7%,8%,-3,3%,-3%,-2%,-2,0%,10
CCCCN1C(=O)C(NC(C)=O)c2cc(Br)ccc21 (stereo not drawn),0,4%,3%,7,17%,-4%,?,2,0%,-6
COc1ccc(NC(=O)CCn2c(=S)[nH]c3ccccc3c2=O)cc1OC,·,7%,-5%,-2,6%,1%,-16%,-8,-3%,0
O=C(Cc1c(F)cccc1Cl)NCCCn1ccnc1,·,0%,3%,1,·,0%,4%,3,0%,0
